# Screens from PubChem.
# GIRK2 activator: Activates human GIRK2-containing potassium channels. 34,000 tested, under 10 active. activation (% efficacy), % for hits at 37.5 µM. P48051. AID 1259324. HEK293 GIRK2/NPY4 cells, thallium flux fluorescence;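 active = primary screen hit, no activity in plain HEK293 cells, and in GIRK2-only cells above 5% efficacy rising with concentration; inactive = the rest, including fluorescent compounds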;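 also: efficacy is normalized control-subtracted fluorescence 15 s after thallium addition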
# Target sequence (P48051 whole entry, looked up): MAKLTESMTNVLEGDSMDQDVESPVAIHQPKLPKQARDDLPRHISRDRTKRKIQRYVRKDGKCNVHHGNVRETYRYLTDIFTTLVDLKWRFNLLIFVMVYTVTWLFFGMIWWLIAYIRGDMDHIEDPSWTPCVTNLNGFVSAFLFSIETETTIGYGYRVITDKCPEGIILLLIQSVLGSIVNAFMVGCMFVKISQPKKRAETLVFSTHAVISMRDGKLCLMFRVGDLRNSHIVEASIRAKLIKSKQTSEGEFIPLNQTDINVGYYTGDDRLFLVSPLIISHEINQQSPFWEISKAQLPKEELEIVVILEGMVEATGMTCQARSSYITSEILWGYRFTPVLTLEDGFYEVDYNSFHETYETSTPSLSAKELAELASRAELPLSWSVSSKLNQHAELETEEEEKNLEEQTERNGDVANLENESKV
# Calls only; i = inactive.
Structure,GIRK2 activator
COc1cc(C(=O)Nc2ccc3scnc3c2)cc(OC)c1OC,i
CC(NC(=O)C(=O)Nc1c2c(nn1-c1ccccc1)CS(=O)(=O)C2)c1ccccc1 (configuration not stated),i
CC(=O)Nc1ccc(NC(=O)CN2C(=O)c3ccccc3S2(=O)=O)cc1,i
O=C(Cn1nc(-c2cccnc2)ccc1=O)Nc1nc2ccccc2[nH]1,i
Cc1cc(C)c(S(=O)(=O)N2CCC3(CC2)C(=O)N(C)C(=O)N3C)c(C)c1,i
COc1ccc(OC)c(S(=O)(=O)NCCOc2ccc(-c3ccc(C)cc3)nn2)c1,i
O=C(Cn1ncccc1=O)N1CCN(c2ccc(-c3ccco3)nn2)CC1,i
COc1ccc(CCNC(=O)CN2CCN(c3ncnc4c3nnn4C)CC2)cc1OC,i
O=C(CN1CC(c2nc(-c3cccc(C(F)(F)F)c3)no2)C1)NC1CCCCC1,i
CCc1ccccc1NC(=O)Cn1c(COc2ccccc2OC)nc2ccccc21,i
COCCCN1C(=O)C(CC(=O)Nc2ccc(OC)cc2)SC1=NS(=O)(=O)c1ccccc1 (configuration not stated),i
CCOC(=O)Nc1nc(CC(=O)Nc2ccc(C(C)C)cc2)cs1,i
CNS(=O)(=O)c1ccc(C(=O)N(C)c2ccccc2)o1,i
COc1ccc(C)cc1NC(=O)C(=O)NCC1CCN(C(=O)c2snnc2C)CC1,i
COc1ccc(CCS(=O)(=O)NCC2CCN(C(=O)c3cc4ccccc4o3)CC2)cc1,i
COC(=O)c1ccc(NC(=O)c2ccc(S(=O)(=O)NC3CC3)o2)cc1,i
COc1ccc(OC)c(NC(=O)Cn2nc(-c3cc(C)c(C)cc3C)ccc2=O)c1,i
CNS(=O)(=O)c1ccc(C(=O)Nc2ccc(S(N)(=O)=O)cc2)o1,i
COc1ccc(C)c2sc(N3CCN(C(=O)CCCS(=O)(=O)c4ccccc4)CC3)nc12,i
O=C(NCCCn1nc(-c2ccccc2)ccc1=O)Nc1ccc(OC(F)(F)F)cc1,i

# Reformatted as labelled records: part of the list above
Structure: CNS(=O)(=O)c1ccc(C(=O)N(C)c2ccccc2)o1
  GIRK2 activator = i

Structure: COc1ccc(C)cc1NC(=O)C(=O)NCC1CCN(C(=O)c2snnc2C)CC1
  GIRK2 activator = i

# (more compounds)
Structure,GIRK2 activator
O=C(CSc1ncc(-c2ccc(F)cc2)o1)Nc1ccccc1C(F)(F)F,i
COc1ccc(SCCC(=O)Nc2sc3c(c2C(N)=O)CCCCC3)cc1,i
CCCOc1ccc(N2CCN(C(=O)c3ccc(OC(C)C)cc3)CC2)nn1,i
O=C(Cn1cnc(-c2ccccc2)cc1=O)NCC1CCCO1 (configuration not stated),i
O=C(NCCc1ccc(F)cc1)c1ccc(Cl)c(N2C(=O)CCS2(=O)=O)c1,i
CC(=O)c1c(C)nn(CC(=O)Nc2ccc(Cl)c(Cl)c2)c1C,i
COc1ccccc1C(=O)Nc1ccc(Nc2cc(-n3cccn3)nc(C)n2)cc1,i
CCc1ccc(N2C(=O)N(CC(=O)N3CCOc4ccc(C)cc43)C3CS(=O)(=O)CC32)cc1 (configuration not stated),i
COc1ccc(S(=O)(=O)CCC(=O)Nc2nc3c(OC)ccc(C)c3s2)cc1,i
COc1ccc(OC)c(NC(=O)Cc2csc(SCC(=O)c3ccc(F)cc3)n2)c1,i
O=C(CCCn1nc(-c2ccc(Cl)cc2)ccc1=O)Nc1cc(Cl)ccc1Cl,i
COc1ccc2sc(N(CCN3CCOCC3)C(=O)c3cccc(F)c3)nc2c1,i
COCCNC(=O)C(=O)NCC(O)c1cccn1C (configuration not stated),i
Cn1nc(-c2cccc(NC(=O)Nc3ccc(Cl)cc3Cl)c2)ccc1=O,i
Cc1ccc(CC(=O)N2CCNC(=O)C2C)c(C)c1 (configuration not stated),i
COc1cccc2cc(C(=O)N3CC(c4nc(C)no4)C3)c(=O)oc12,i
O=C(NCCN1CCC(c2cccs2)CC1)C(=O)Nc1ccccc1C(F)(F)F,i
O=C(Cc1csc(Nc2ccccc2)n1)NCc1ccc2c(c1)OCO2,i
Cn1c(-c2cccs2)nn(CCNC(=O)c2ccccc2SC(F)F)c1=O,i
COc1ccc(NC(=O)Nc2ccc3c(c2)CN(C(=O)c2cccs2)CC3)c(OC)c1,i
Cc1ccc(S(=O)(=O)CCCC(=O)Nc2nnc(Cc3cccs3)o2)cc1,i
Cn1cccc1CN(C(=O)Nc1c(F)cccc1F)C1CC1,i
O=C(Nc1ccc(-n2cnnn2)cc1)c1cc(-c2ccco2)n(C2CCS(=O)(=O)C2)n1 (configuration not stated),i
Cc1cc(-n2c(C)nc3ccccc3c2=O)ccc1NC(=O)Nc1cccs1,i
Cc1ccccc1NC(=O)CN1CCN(c2nccn2-c2ccccc2F)CC1,i
CCOc1ccc(CC(=O)Nc2ccc3c(c2)N(C(=O)c2ccco2)CC3)cc1,i
O=C(NCCOc1ccc(-c2ccco2)nn1)c1ccc(Br)o1,i
O=S(=O)(Cc1ccccc1F)NCC1CCN(Cc2cccs2)CC1,i
COc1ccc(Cc2nnc(C3CCN(C(=O)Nc4ccccc4OC)CC3)s2)cc1,i
CNc1nc2c(c(=O)n(C)c(=O)n2C)n1CC(O)COc1ccc2ccccc2c1 (configuration not stated),i
COc1ccc(Cl)cc1NC(=O)C(=O)NCC(C)(O)C1CC1 (configuration not stated),i
COc1ccc(OC)c2sc(N(CCCN3CCOCC3)C(=O)c3cc(C)no3)nc12,i
O=C(Nc1c2c(nn1-c1ccc(Cl)cc1)CSC2)C(=O)N1CCC(O)CC1,i
CC(C)Oc1ccc(C(=O)NCC2(O)CCCC2)cc1,i
COc1cc(-n2nnc(C(=O)Nc3ccccc3C(F)(F)F)c2N)ccc1Cl,i
Cc1cc(NC(=O)C(C)C)ccc1N1CCCCC1=O,i
CSc1ncccc1C(=O)N1CCC(CNC(=O)CN2C(=O)CCC2=O)CC1,i
O=C(C1CN(c2nc3c(F)cccc3s2)C1)N1CCN(c2ccc(C(F)(F)F)cn2)CC1,i
Cc1ccc(S(=O)(=O)NCC2CCN(C(=O)c3ccccc3F)CC2)s1,i
CCn1ccnc1N1CCN(CC(=O)Nc2cccc(Cl)c2)CC1,i
COc1ccccc1-c1noc(Cn2c(=O)n(Cc3ccccc3Cl)c(=O)c3sccc32)n1,i
C#CCOCC(O)CN1CCN(CCO)CC1 (configuration not stated),i
Cn1ccnc1N1CCN(C(=O)c2ccccc2S(=O)(=O)C(F)F)CC1,i
COc1ccc(S(=O)(=O)N2CCN(Cc3nnnn3-c3ccccc3)CC2)cc1,i
COc1cccc(-c2nnc3ccc(OCCNC(=O)Cc4ccccc4OC)nn23)c1,i
Cn1c(-c2ccccc2)nn(CCNS(=O)(=O)c2ccccc2Cl)c1=O,i
O=S(=O)(c1ccccc1)c1nc(-c2cccs2)oc1NCC1CCCO1 (configuration not stated),i
O=C(NCc1ccc2c(c1)OCO2)C(=O)Nc1c2c(nn1-c1ccc(Cl)cc1)CSC2,i
CCN(CC)CCNC(=O)C(=O)Nc1ccc2c(c1)OCCO2,i
COc1cc(C)c(C)cc1S(=O)(=O)NCC(O)c1ccc(C(F)(F)F)cc1 (configuration not stated),i
CN(C(=O)Cn1c(-c2ccc(F)cc2)ncc(C#N)c1=O)c1ccccc1,i
COc1ccc(CC(=O)Nc2cc(C)nn2-c2nc(-c3cccs3)cs2)cc1OC,i
COc1ccc(Cl)cc1C(=O)N(Cc1ccsc1)Cc1ccccn1,i
COC(=O)C(C)Sc1ccc(NC(=O)c2cccc(F)c2)nn1 (configuration not stated),i
COC(=O)Cn1c(=O)c2c(nc(-n3nc(C)cc3C)n2C(C)C)n(C)c1=O,i
O=C(NCc1ccccc1)Nc1cccc(-c2nc3cccnc3s2)c1,i
CC1Cc2ccccc2N1C(=O)CN1C(=O)c2ccccc2S1(=O)=O (configuration not stated),i
CN(C1CC1)S(=O)(=O)c1ccc(C(=O)Nc2nc(C(C)(C)C)cs2)cc1,i
O=C(Cc1csc(-n2cccc2)n1)NCCc1cccs1,i
CCCN1C(=O)CCc2cc(NC(=O)c3ccc(OC)c(OC)c3OC)ccc21,i

# Following part:
Structure,GIRK2 activator
COc1ccc(CNC(=O)CSc2nccnc2N2CCN(c3ccccc3)CC2)cc1,i
CC(C)S(=O)(=O)c1cccc(C(=O)Nc2nnc(-c3cccs3)o2)c1,i
CCOC(=O)Nc1nc(CC(=O)N2CCN(c3ccc(C(C)=O)cc3)CC2)cs1,i
COCCCNC(=O)Cc1cc(-c2ccc(F)cc2)on1,i
CNC(=O)C1Cc2ccccc2N1C(=O)c1ccc(OC(C)C)cc1 (configuration not stated),i
CCNC(=O)NCC1CCN(CCOC)CC1,i
O=C(Nn1cnc2c(cnn2-c2ccccc2)c1=O)C(c1ccccc1)c1ccccc1,i
COc1ccc(S(=O)(=O)Nc2ccc3c(c2)N(C(=O)c2ccco2)CC3)cc1Cl,i
Cc1ccc(S(=O)(=O)c2ccc(C(=O)N3CCN(Cc4ccccc4)CC3)cn2)cc1C,i
O=C(CCCn1c(=O)[nH]c2ccccc2c1=O)Nc1ccc(F)cc1,i
O=S(=O)(c1ccc(Cl)s1)N1CCC(c2nnc(-c3ccco3)o2)CC1,i
COc1ccc(S(=O)(=O)NCCNc2ccc(Nc3ccccn3)nn2)cc1OC,i
CC1CCCCN1CC(O)COc1ccccc1C(C)(C)C (configuration not stated),i
NC(=O)C1Cc2ccccc2N1C(=O)CCCN1C(=O)c2ccccc2C1=O (configuration not stated),i
COc1ccc(Cl)cc1NC(=O)NCC1CCN(c2ccccn2)CC1,i
COc1cccc(-c2nnc(NC(=O)c3ccnn3C)o2)c1,i
OC(COCc1ccc(Cl)cc1)CN1CCN(c2ccccc2)CC1 (configuration not stated),i
O=C(CS(=O)(=O)c1cccs1)N1CCN(c2ccc(F)cc2)CC1,i
Cc1cc(NC(=O)c2cc(Cl)ccc2Cl)ccc1N1CCCC1=O,i
Cc1ccc([N+](=O)[O-])cc1NC(=O)C(=O)NCC(c1ccc(F)cc1)N(C)C (configuration not stated),i

# Three entries out of the list, sorted by SMILES length, low to high.
Structure,GIRK2 activator
COc1cccc(-c2nnc(NC(=O)c3ccnn3C)o2)c1,i
O=S(=O)(Cc1ccccc1F)NCC1CCN(Cc2cccs2)CC1,i
O=C(NCCN1CCC(c2cccs2)CC1)C(=O)Nc1ccccc1C(F)(F)F,i

# Part of the list above in a different format.
COc1ccc(S(=O)(=O)NCCNc2ccc(Nc3ccccn3)nn2)cc1OC
  GIRK2 activator: i

CC1CCCCN1CC(O)COc1ccccc1C(C)(C)C (configuration not stated)
  GIRK2 activator: i

# Next part
Structure,GIRK2 activator
COc1ccc(-c2cc(OCC(=O)Nc3ccc(OC)c(OC)c3)c3ccccc3n2)cc1,i
Cc1noc(C)c1S(=O)(=O)NC1(c2nc(-c3cnccn3)no2)CCCCC1,i
CCn1c(=O)c2c(nc(NCC(C)O)n2Cc2ccc(C)cc2)n(C)c1=O (configuration not stated),i
O=C(Nc1ccc(OC(F)(F)F)cc1)c1ccc(S(=O)(=O)NC2CC2)o1,i
CCCCn1c(SCc2nc(-c3ccccc3)oc2C)nc2ccccc2c1=O,i
O=C(CSc1nc(=O)n(CCCO)c2c1CCC2)Nc1nccs1,i
CCOc1ccccc1NC(=O)CSc1c(C)n[nH]c1C,i
COc1cccc(CNC(=O)Cn2cc(-c3nc(-c4ccccc4C)no3)c(=O)c3ccc(C)nc32)c1,i
Cc1noc(CNC(=O)CCCc2ccccc2)n1,i
COc1ccc(OC)c(NC(=O)CN2CCc3[nH]c4ccc(F)cc4c(=O)c3C2)c1,i
Cc1ccc(NC(=O)C(=O)NCC(O)(c2ccco2)C2CC2)cc1C (configuration not stated),i
Cc1cc2nc(N(CCN3CCOCC3)C(=O)c3ccnn3C)sc2cc1C,i
O=C(NCCCN1CCOC(c2ccccc2)C1)c1cccs1 (configuration not stated),i
Cn1nc(C2CCCN(C(=O)c3ccc(-n4cccc4)cc3)C2)n(-c2ccccc2)c1=O (configuration not stated),i
O=C(Nc1ccccc1NC(=O)C1(c2cccs2)CCCC1)c1cccs1,i
O=C(Nc1ccc([N+](=O)[O-])cc1)c1ccc(=O)[nH]n1,i
O=C(CCc1csc(NC(=O)c2ccc(Cl)cc2)n1)NCc1ccc(F)cc1,i
Cc1ccccc1-c1noc(CS(=O)(=O)c2ccc(CC(C)C)cc2)n1,i
COc1ccc(S(=O)(=O)N2CCC(C(=O)Nc3nc4ccc(C)cc4s3)CC2)cc1,i
Cn1nc(C2CCCN(C(=O)c3ccccc3C(F)(F)F)C2)n(-c2ccccc2)c1=O (configuration not stated),i
COCCn1c(=S)[nH]c2cc(C(=O)NCCC3=CCCCC3)ccc2c1=O,i
O=C(CN1CCC(c2nc3ccccc3[nH]2)CC1)Nc1ccc(C(F)(F)F)cc1,i
Cc1cc(=O)[nH]c(-n2nc(C)c(CCC(=O)Nc3cccc(C(F)(F)F)c3)c2C)n1,i
COC(=O)c1ccc(NC(=O)CSc2ccc(NC(=O)C(C)C)nn2)cc1,i
COc1ccc(CC(=O)N2CCC(c3nnc(C4CC4)o3)CC2)cc1,i
COc1ccc(OC)c(NC(=O)Nc2cccc(-c3cn4nc(OC)ccc4n3)c2)c1,i
COC(=O)CSc1ccc(NC(=O)C2CC2)nn1,i
COc1ccc(CCNC(=O)CSc2c(C)cnc3c2c(=O)n(C)c(=O)n3C)cc1OC,i
COC(=O)c1ccc(NC(=O)C(=O)NCc2nc(-c3ccccc3)no2)cc1,i

# Not all compounds are listed. The share of hits here may be higher or lower than overall.
